Compound activity deposited in PubChem BioAssay by National Center for Advancing Translational Sciences (NCATS).
ASM inhibitor = inhibitors of human secretory acid sphingomyelinase | P17405 | Potency, µM (top dose mostly 57.5 µM), without a hit: at the highest dose activity change, negative = inhibition, usual class: inhibitors | 340,000 tested, 0.006% active | placental ASM, HMU-PC fluorogenic substrate, 60 min; further: potency means the concentration at half of the fitted maximal effect
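Steps: dispense placental human ASM, pin compound, wait 10 min at room temperature, add HMU-PC0 substrate at 9 uM final, incubate 60 min at 37 °C, add stop solution raising pH to 10, read fluorescence.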
hERG WT inh = KCNH2 (human, wildtype) channel inhibition | U2OS, BacMam KCNH2, thallium flux FluxOr; stronger effect = lower value | Q12809 | 340,000 tested, 0.37% active | AID 720551 | activity change, % at 1.84 µM;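 active means maximum activity change below -70%; inconclusive means maximum activity change between -70% and -50%; inactive means maximum activity change above -50%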; further: on the % scale 0 is the no-effect control and ±100 the full control effect
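U2OS cells were transduced with wild-type KCNH2 virus (2.03 x 10^8 / mL) for 4 h at room temperature, then cultured overnight at 37 C. Thallium flux was read with FluxOr dye. Rate constants were normalized to DMSO controls.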
MBNL1 CUG block = inhibitors of human MBNL1 binding to CUG repeat RNA | Q9NR56 | TR-FRET MBNL1-His/biotin-(CUG)12 binding, 665/545 ratio | Potency, µM (doses to about 57.5 µM), without a hit: at the highest dose activity change, negative = inhibition, usual class: inhibitors | 280,000 tested, 0.036% active | AID 2675; active means well fitted inhibition curve with a large enough effect in the signal ratio, with a control signal flat, not every such curve was filed as active; inconclusive means small, poorly fitted or top-dose-only effect, or effect the other way, or a change in a side signal; inactive means no such curve, though single readings can be large or run the other way; the % refers to the signal ratio; further: potency means the concentration at half of the fitted maximal effect; on the % scale 0 is the no-effect control and ±100 the full control effect
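His-tagged MBNL1 binding to biotinylated (CUG)12 RNA was measured by TR-FRET using terbium anti-His antibody (0.055 ng/ul final) and streptavidin-XL665 (5 nM final). Compounds were titrated 92 nM to 58 uM; 60 min at room temperature.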
GALK inh = inhibitors of human galactokinase; Purified GALK, Kinase-Glo residual ATP luminescence; Potency, µM (series often up to 57.5 µM), inactives show at the highest dose activity change, negative = inhibition, usual class: inhibitors; 270,000 tested, 0.007% active; AID 1868; further: potency means the concentration at half of the fitted maximal effect; on the % scale 0 is the no-effect control and ±100 the full control effect
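GALK at 5 nM final was combined with compound, 35 uM ATP and 100 uM galactose in HEPES pH8.0 with MgCl2 and DTT. The reaction ran one hour at room temperature before luminescent ATP detection.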
BCR signal inh = blocks chronic active B-cell receptor signaling; ABC-DLBCL IkBa-CBG/CBR reporter, luminescence ratio, 4 h; Potency, µM (doses to about 46.1 µM), without a hit: at the highest dose ratio change, negative = lower green/red ratio, most hits filed as inhibitors; 340,000 tested, 0.05% active; AID 493014; active means well fitted inhibition curve with a large enough effect in the signal ratio, with a control signal flat, not every such curve was filed as active; inconclusive means small, poorly fitted or top-dose-only effect, or effect the other way, or a change in a side signal; the % refers to the signal ratio;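 further: potency means the concentration at half of the fitted maximal effect; plate controls were basal doxycycline-induced cells for no effect and cells given 10 µM MG132 for full effect; MG132 reads +100%, hits lower the ratio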
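Doxycycline induced both beetle luciferases in TMD8 lymphoma cells; IKK-driven degradation limits the IkappaBalpha-fused green signal, while red luminescence normalises for cell number and nonspecific effects. Compounds tested up to 46 uM, 4 hrs.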
PKM2 activator = increases activity of human pyruvate kinase M2 | Potency, µM (titrated, usually from 57.5 µM), for inactives: top-dose activation, usual class: activators | purified PKM2, Kinase-Glo ATP luminescence, activation; response scale: 0% is enzyme alone, no compound | 260,000 tested, 0.34% active; further: potency means the concentration at half of the fitted maximal effect; on the % scale 0 is the no-effect control and ±100 the full control effect; nearly all actives have a fitted effect of over 55% in size
Target sequence (P14618 whole entry, looked up): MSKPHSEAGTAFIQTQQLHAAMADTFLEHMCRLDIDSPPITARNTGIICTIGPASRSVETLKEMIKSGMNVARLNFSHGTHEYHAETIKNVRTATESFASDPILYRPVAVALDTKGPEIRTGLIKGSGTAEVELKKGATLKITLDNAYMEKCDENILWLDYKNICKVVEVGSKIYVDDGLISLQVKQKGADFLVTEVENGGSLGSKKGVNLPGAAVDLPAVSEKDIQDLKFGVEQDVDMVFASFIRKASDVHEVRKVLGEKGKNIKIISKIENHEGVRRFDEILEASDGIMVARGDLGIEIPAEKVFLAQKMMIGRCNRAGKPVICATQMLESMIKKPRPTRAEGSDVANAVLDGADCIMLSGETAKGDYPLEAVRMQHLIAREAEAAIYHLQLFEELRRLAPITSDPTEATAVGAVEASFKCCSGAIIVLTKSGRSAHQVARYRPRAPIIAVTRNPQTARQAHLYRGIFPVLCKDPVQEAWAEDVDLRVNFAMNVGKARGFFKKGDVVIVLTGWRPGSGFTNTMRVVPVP
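Purified hPK-M2 (>95%) run at intermediate activity with 0.1 mM ADP and 0.5 mM PEP in 50 mM imidazole pH 7.2, KCl, MgCl2; 1 h room temperature. ATP formed read by Kinase-Glo luminescence; normalized to uninhibited and no-enzyme controls.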
USP2a inh = inhibitors of human ubiquitin-specific protease USP2a | USP2 core, Ub-CHOP2 coupled fluorogenic reporter, 485/531 | Potency, µM (top dose mostly 38.3 µM), without a hit: top-dose activity change, negative = inhibition, most hits filed as inhibitors | 330,000 tested, 0.01% active | AID 463254;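 further: potency means the concentration at half of the fitted maximal effect; plate controls were DMSO wells for no effect and full inhibition by NEM control for full effect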
Target sequence (O75604 whole entry, looked up): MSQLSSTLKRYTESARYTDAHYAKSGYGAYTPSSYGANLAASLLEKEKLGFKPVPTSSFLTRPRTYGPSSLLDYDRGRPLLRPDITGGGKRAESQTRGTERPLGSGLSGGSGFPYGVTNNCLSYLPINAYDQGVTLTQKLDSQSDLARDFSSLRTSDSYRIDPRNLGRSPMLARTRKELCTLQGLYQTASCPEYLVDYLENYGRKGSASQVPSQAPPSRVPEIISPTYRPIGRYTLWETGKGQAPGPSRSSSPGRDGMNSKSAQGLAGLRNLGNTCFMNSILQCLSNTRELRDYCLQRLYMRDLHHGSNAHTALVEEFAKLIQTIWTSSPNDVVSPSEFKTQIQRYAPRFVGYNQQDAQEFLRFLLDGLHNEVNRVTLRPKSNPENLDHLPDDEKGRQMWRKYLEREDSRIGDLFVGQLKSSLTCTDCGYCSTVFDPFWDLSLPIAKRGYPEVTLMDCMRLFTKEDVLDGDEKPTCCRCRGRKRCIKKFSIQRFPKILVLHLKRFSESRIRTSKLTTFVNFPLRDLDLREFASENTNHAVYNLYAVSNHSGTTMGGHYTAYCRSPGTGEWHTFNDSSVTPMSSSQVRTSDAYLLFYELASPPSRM
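Cell-free coupled assay: 10nM USP2 core preincubated 30min RT with compound in Tris-HCl pH 8.0/CaCl2/CHAPS buffer, then 25nM Ub-CHOP2 and 25nM reporter substrate; fluorescence (Ex 485/Em 531) read after 60min RT, normalized to NEM inhibition, concentration-response curves fitted.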
Mito fusion yeast = mitochondrial division inhibition or fusion activation | S. cerevisiae fusion-defective mutant growth rescue, CellTiterGlo 48 h | Potency, µM (doses to about 46.1 µM), for inactives: top-dose growth rescue (activation), actives largely listed as activators | 320,000 tested, 0.23% active;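 further: potency means the concentration at half of the fitted maximal effect; % of control where 0% means no effect; nearly all actives have a fitted effect of over 45% in size; temperature-sensitive fusion mutants such as fzo1-1 at 37 °C on non-fermentable ethanol glycerol medium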
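Yeast fusion mutant, YPEG (non-fermentable carbon), compound, 48 h at 37C non-permissive; CellTiterGlo added, 10 min RT, luminescence read. Rescued growth = division inhibition.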
Eya2 phos inh = inhibitors of human Eya2 phosphatase activity | Potency, µM (titrated, usually from 76.9 µM), for the others: at the top dose activity, negative = inhibition, actives largely listed as inhibitors | AID 488837 | 330,000 tested, 0.006% active | O00167 | recombinant Eya2, OMFP fluorescence dephosphorylation (OMFP is methylfluorescein phosphate); further: potency means the concentration at half of the fitted maximal effect; on the % scale 0 is the no-effect control and ±100 the full control effect
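Eya2 (0.2 uM) preincubated 10 min at ambient with compound, then OMFP substrate added at 50 uM; 10 min reaction in 50 mM HEPES pH 7.5, 50 mM NaCl, 5 uM MgCl2, 0.05% BSA, 1 mM DTT. Fluorescence read at Ex 485/Em 525 nm.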
Menin MLL FP TR = inhibitors of human menin-MLL interaction, mutant MLL peptide | Potency, µM (doses to about 61.6 µM), for the others: top-dose FP activity change, negative = inhibition, hits mostly inhibitors | Menin + Texas Red MLL mutant peptide, fluorescence polarization | O00255 | 270,000 tested, 0.23% active; active means well fitted inhibition curve with a large enough effect in the polarisation, with a control signal flat, not every such curve was filed as active; inconclusive means small, poorly fitted or top-dose-only effect, or effect the other way, or a change in a side signal; inactive means no such curve, though single readings can be large or run the other way; the % refers to the polarisation; further: potency means the concentration at half of the fitted maximal effect; % of control where 0% means no effect; many of its hits are not listed in these tables
TSHR antagonist = human thyrotropin receptor antagonism | 330,000 tested, 0.2% active | AID 504810 | P16473 | TSHR-expressing cells, TSH-stimulated cAMP HTRF, 2 h; stronger effect = lower value | activity change, negative = inhibition, % at 11.5 µM;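 active means activity change below a set negative limit, meaning inhibition stronger than a set level, cut at about -70% in these data; inconclusive means activity change between two set negative limits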; further: on the % scale 0 is the no-effect control and ±100 the full control effect
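TSHR-expressing cells were treated with compounds, then stimulated with TSH at EC80 (4nM final) for 2 hours at 37 deg C. Cellular cAMP was measured by HTRF competition between lysate cAMP and cAMP-d2 for a cryptate-labelled anti-cAMP antibody.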
Active calls of the source: *; i = inactive; ? = inconclusive; nt = not tested or not shown; [ ] = dose if it differs, or a comment. Unless noted, the call rests on the fitted dose curve; in most records, active means well fitted curve in the direction sought with a large enough effect; inconclusive means small, poorly fitted or top-dose-only effect, or another doubt; inactive means no such curve, though single readings can be large; an effect the other way counts as inactive or inconclusive. Some of the compounds tested; the hit share may differ from the screen's.

SMILES | ASM inhibitor | hERG WT inh | MBNL1 CUG block | GALK inh | BCR signal inh | PKM2 activator | USP2a inh | Mito fusion yeast | Eya2 phos inh | Menin MLL FP TR | TSHR antagonist
CC(C)N1C(=O)NC2(c3ccccc3)N(C)C(=O)N(C)C12c1ccccc1 (configuration not stated) | 3.8% | 2.5 | 0.4% | nt | -0.7% | -2.5% | 3.0% | -2.5% | 10.8% | 3.0% | -5.3
CN(C)c1ccc(C2CC(c3cccc(NS(C)(=O)=O)c3)=NN2C(=O)c2ccccc2)cc1 (configuration not stated) | -3.8% | -0.9 | -2.0% | 2.5% | -22.4% | ? | -6.5% | 2.7% | -0.5% | ? | 5.0
CCN1CCN(C(=O)c2ccc(CNS(=O)(=O)c3cccc(OC)c3)cc2)CC1 | 3.3% | 11.7 | -4.4% | -3.7% | 6.0% | -0.3% | 0.7% | -0.1% | 7.9% | nt | 11.0
Cc1cccc2cc(C#N)c(NCCNC(=S)NCCCN3CCOCC3)nc12 | 257.2%[activator] | 19.5 | -15.0% | 0.5% | ? | -6.1% | -1.5% | 0.0% | -26.7% | -13.1% | 15.6
COc1cc(OC)nc(Oc2ccc(NC(C)=O)cc2)n1 | 0.5% | 2.4 | -2.6% | 1.0% | -8.1% | 10.3% | 2.3% | 19.7% | -25.9% | 0.1% | -3.3
CCSC1=NCCN1S(=O)(=O)c1ccc(Cl)cc1 | 2.5% | 28.7 | 6.7% | -0.7% | -5.2% | 13.6% | 5.0% | 11.4% | 6.7% | -6.7% | 0.9
O=C(NC(c1cccnc1)C(F)(F)F)c1cc(COc2ccc3c(c2)CCCC3)on1 (configuration not stated) | -7.4% | -0.7 | 5.0% | -4.2% | -0.6% | nt | 3.8% | 3.8% | -1.0% | nt | -29.2
Cc1ccc(C(CNC(=O)c2ccco2)N2CCN(C)CC2)cc1 (configuration not stated) | 0.0% | 6.9 | nt | nt | -1.3% | nt | 4.0% | -3.2% | 5.4% | nt | 4.6
Cc1cc(NC(=O)C2C3C(=O)N(Cc4ccc(Cl)cc4)C(C(=O)NC4CCCCC4)C34C=CC2(C)O4)no1 (configuration not stated) | 1.9% | -1.3 | -8.1% | -0.7% | -0.1% | 3.1% | 4.4% | 1.7% | 0.3% | -9.2% | -15.9
Cc1ccc(C(=O)Nc2ccc3c(c2)OCO3)o1 | -0.3% | 0.7 | -4.2% | 5.7% | -14.5% | -31.6% | 0.9% | -6.3% | -2.8% | -0.6% | 0.2
CSc1ccc(/C=N/NC(=O)CN2CCN(Cc3ccccc3Cl)CC2)cc1 | 1.2% | 28.5 | -14.1% | 0.1% | -10.0% | -5.4% | -1.2% | -8.4% | 2.1% | -7.7% | 13.9
O=C(/C=C/c1ccccc1Cl)Nc1ccccc1 | -7.2% | 0.8 | -1.2% | 6.8% | ? | -15.1% | 1.0% | 10.5% | -2.3% | nt | -13.1
Cc1nc(N2CCN(C(c3ccccc3)c3ccccc3)CC2)nc2c1C(=O)CCC2 | nt | nt | -7.6% | 4.3% | -2.4% | -2.4% | -1.6% | 1.8% | 1.6% | 3.3% | 7.1
Cc1ccc(C)c(S(=O)(=O)NCc2ccc(C(=O)N3CCN(c4ccccc4)CC3)cc2)c1 | nt | 1.9 | 2.0% | -0.9% | 0.9% | -15.4% | 2.7% | 4.0% | 2.2% | nt | -8.0
N#Cc1cc(NCC2CCCO2)c([N+](=O)[O-])cc1C#N (configuration not stated) | -0.5% | 0.2 | ? | 3.1% | ? | 2.6% | 2.0% | -1.4% | 5.9% | 13.4% | -9.4
Cc1ccccc1CN1C[C@@H]2C[C@@H](c3cn[nH]c3-c3ccccc3)N3CCC[C@@]23C1=O | 13.7% | -2.6 | -4.7% | 0.3% | 5.8% | -1.8% | -5.4% | 1.5% | -1.0% | -10.2% | -6.7
Cc1nnc(SCC(=O)NC2CCCCCC2)n1C(C)C | 5.0% | -4.3 | 2.8% | 0.3% | -4.1% | 0.1% | 1.0% | 0.5% | -21.2% | -17.9% | -6.1
COc1ccc(NC(=O)CCCn2c(=O)c3sccc3n(Cc3ccccc3)c2=O)cc1 | -1.0% | 1.0 | 4.1% | -0.6% | -0.6% | -1.7% | 5.7% | 4.0% | 2.9% | 4.2% | 6.7
CCCCOC(=O)Nc1ccc(S(=O)(=O)Nc2ncccn2)cc1 | -0.2% | 0.7 | 13.3% | 3.8% | 7.4% | -7.5% | 0.7% | -3.1% | 4.3% | -15.8% | 8.3
COCCCNC(=O)c1c(N)n(-c2ccccc2)c2nc3ccccc3nc12 | i | 6.7 | ? | -0.7% | ? | -1.8% | -0.3% | 13.1% | -0.1% | nt | -3.0
CCCc1nc2ccccc2c(=O)n1N | -1.8% | -15.5 | -2.3% | -0.2% | 4.4% | -0.1% | 2.8% | -2.4% | -2.2% | -2.4% | -4.1
CCOC(=O)C1=C(C)N=c2s/c(=C\c3ccc(OCC(=O)O)cc3)c(=O)n2C1c1ccc(OC(C)C)cc1 (configuration not stated) | -1.2% | 6.6 | 9.7% | 1.5% | -4.1% | 15.5% | -1.0% | 12.6% | -0.3% | ? | -26.3
CCN(CC)CCn1c2ccccc2c2cnc(N=CN(C)C)c(C#N)c21 | 19.3% | 2.7 | 0.5% | 1.6% | 6.0% | 1.1% | 1.4% | -1.0% | -14.8% | -6.2% | -8.6
O=C(c1ccco1)N1CCN(c2cc(=O)n(-c3ccc(Cl)cc3)c(=O)[nH]2)CC1 | -1.6% | 5.6 | ? | -2.6% | 3.3% | 1.9% | 0.2% | 1.7% | -25.7% | -12.4% | -4.7
CC(NC(=O)CN(C)Cc1cccc(Cl)c1)c1ccccc1 (configuration not stated) | -1.5%[11.5 µM] | 0.7 | -2.0% | -2.3% | -0.7% | nt | -1.1% | 6.3% | 17.8% | nt | nt
Additional results.
SMILES | ASM inhibitor | hERG WT inh | MBNL1 CUG block | GALK inh | BCR signal inh | PKM2 activator | USP2a inh | Mito fusion yeast | Eya2 phos inh | Menin MLL FP TR | TSHR antagonist
CC(C)(OC(=O)c1ccc(C#N)cc1)c1cc2ccccc2c(=O)o1 | 1.4% | -5.4 | nt | nt | 14.6% | nt | -0.1% | 0.9% | 8.6% | nt | -16.0
CCn1c(=O)c(C(=O)CN(C)Cc2ccc(F)cc2)c(N)n(Cc2ccccc2)c1=O | 3.9% | -10.1 | nt | -0.8% | ? | 0.2% | 0.0% | 1.7% | 11.0% | ? | -7.5
COc1cc(CNC(=O)C2CCC(=O)N(C3CCCCCC3)C2)cc(OC)c1 (configuration not stated) | 3.2% | 5.1 | -5.9% | 2.5% | -2.6% | -5.0% | 5.1% | 3.1% | 4.4% | -14.9% | 1.5
COc1ccccc1N(C)S(=O)(=O)c1ccc(Cl)c(C(=O)Nc2ccncc2)c1 | 0.8% | 23.7 | nt | nt | -16.4% | nt | 2.1% | 16.0% | 12.3% | nt | nt
Cc1ccc(N(CC(=O)Nc2cc(C)cc(C)c2)S(=O)(=O)c2cccc3nonc23)cc1 | -2.1% | 1.3 | 9.8% | -0.9% | -1.9% | -0.1% | 5.1% | 3.3% | -1.5% | nt | -0.5
O=c1c(Cl)c(O)c2cccc3c4ccccc4n1c23 | 96.2%[activator] | 2.1 | -22.2% | nt | 11.6% | -23.7% | -1.7% | 24.2% | -37.0% | 34.3%[activator] | -3.4
Cc1ccccc1N1CC(C(=O)Nc2ccc(S(=O)(=O)N3CCCC3)cc2)CC1=O (configuration not stated) | -2.2% | 1.0 | nt | nt | 4.6% | nt | 1.2% | 1.1% | -0.3% | nt | -4.5
COc1ccc(C2=Nn3c(nnc3-c3ccco3)SC2)cc1 | -2.2% | 25.8 | ? | 0.4% | ? | -10.2% | -1.2% | 3.4% | -9.2% | -16.3% | 5.2
